TAAR1 agonist = human TAAR1 agonists, primary screen, Fluo-8 calcium fluorescence, CHO RD-HGA16 cells; activation, % at 3 µM; vehicle wells 0%, saturating PEA agonist 100%; 360,000 tested, 0.99% active; Trace amine-associated receptor 1 (Homo sapiens), Q96RJ0;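 active = activation above the mean activation of all test compounds in the run plus 3 SD, cut at about 38% in these data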
Target sequence (Q96RJ0 whole entry, looked up): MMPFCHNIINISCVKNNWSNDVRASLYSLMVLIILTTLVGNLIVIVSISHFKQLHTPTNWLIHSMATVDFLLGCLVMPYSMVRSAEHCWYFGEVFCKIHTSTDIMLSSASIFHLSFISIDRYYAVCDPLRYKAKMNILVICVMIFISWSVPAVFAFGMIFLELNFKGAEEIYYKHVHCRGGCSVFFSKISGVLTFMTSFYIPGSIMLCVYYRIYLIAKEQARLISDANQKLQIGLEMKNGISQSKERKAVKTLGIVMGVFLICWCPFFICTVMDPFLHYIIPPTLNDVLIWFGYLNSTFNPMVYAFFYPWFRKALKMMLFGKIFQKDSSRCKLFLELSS
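Repeats: no replicates (n 1) | Material: CHO-derived RD-HGA16 cells with stable Gα16 and human TAAR1 | Technique: Kinetic Fluo-8 calcium fluorescence | Schedule: 17-24 h seeding, 75 min 37 °C dye, 30 min RT | Evaluation: % activation from peak over basal fluorescence ratio, DMSO-to-PEA scaled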
CHRM5 agonist = human M5 muscarinic receptor agonists, primary screen, CHO-K1 cells, Fluo-8 calcium fluorescence. Muscarinic acetylcholine receptor M5 (Homo sapiens), P08912. CHO-K1 hM5 cells; 0% DMSO wells, 100% maximal acetylcholine response. activation, % at 3 µM. 360,000 tested, 0.19% active. AID 624037, 2012;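 active = activation above the run's mean over test compounds plus 3 SD, cut at about 23% in these data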;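 also: signal is peak over basal fluorescence ratio across the kinetic read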
CHRM4 agonist = human M4 muscarinic receptor agonists, primary screen, CHO-K1 cells, Fluo-8 calcium fluorescence | activation, % at 3 µM | Muscarinic acetylcholine receptor M4 (Homo sapiens), P08173 | CHO-K1 hM4/Gqi5; vehicle 0%, full acetylcholine response 100% | 360,000 tested, 0.14% active;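 active = activation above the run mean over all test wells plus 3 SD, cut at about 32% in these data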;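 also: peak over basal fluorescence ratio per well then scaled between controls; 0% = DMSO wells and 100% = acetylcholine at EC100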
Target sequence (P08173 whole entry, looked up): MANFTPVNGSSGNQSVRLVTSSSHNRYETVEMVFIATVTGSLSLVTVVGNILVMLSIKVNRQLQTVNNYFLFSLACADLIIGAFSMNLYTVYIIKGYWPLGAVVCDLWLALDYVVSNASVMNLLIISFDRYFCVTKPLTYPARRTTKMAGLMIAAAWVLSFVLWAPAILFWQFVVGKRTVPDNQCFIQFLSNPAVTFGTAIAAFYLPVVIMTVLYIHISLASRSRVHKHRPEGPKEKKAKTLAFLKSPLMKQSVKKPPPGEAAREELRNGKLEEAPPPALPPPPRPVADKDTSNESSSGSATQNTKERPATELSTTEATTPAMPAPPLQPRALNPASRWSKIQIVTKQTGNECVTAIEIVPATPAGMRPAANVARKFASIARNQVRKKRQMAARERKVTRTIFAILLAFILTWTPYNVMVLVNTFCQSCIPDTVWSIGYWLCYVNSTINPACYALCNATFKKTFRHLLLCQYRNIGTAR
M1 ag = human M1 muscarinic receptor agonists, primary screen, Fluo-8 calcium fluorescence, CHO-K1 cells, HTS; Muscarinic acetylcholine receptor M1 (Homo sapiens), P11229; CHO-K1 hM1, agonist mode; 0% DMSO, 100% acetylcholine EC100; activation, % at 3 µM; 360,000 tested, 0.33% active; AID 588814, 2011;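 active = activation above the run's mean compound activation plus 3 SD, cut at about 16% in these data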;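 also: peak over basal fluorescence ratio within a 140 s kinetic read after compound addition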
M5 PAM = human M5 muscarinic receptor positive allosteric modulators, primary screen, CHO-K1 cells, Fluo-8 calcium fluorescence | CHO-K1 hM5, ACh EC20 PAM; 0% = ACh EC20, 100% = ACh EC100 | activation, % at 3 µM | 360,000 tested, 0.3% active | AID 624038, 2012;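 active = activation above the run cutoff, the mean activation of all test compounds plus 3 SD, cut at about 18% in these data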
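Assay system: CHO-K1 hM5 cells. Also added: acetylcholine at EC20 concentration, added after compound. Dosing: 3 µM, single dose. Times: compound preincubation 140 s before EC20 acetylcholine addition. Signal: Fluo-8 calcium fluorescence. Measure: % activation relative to EC20 and EC100 ACh responses. Repeats: singlicate, one well per test compound.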
CHRM1 PAM = human M1 muscarinic receptor positive allosteric modulators, primary screen, CHO-K1 cells, Fluo-8 calcium fluorescence, 1536-well | Muscarinic acetylcholine receptor M1 (Homo sapiens), P11229 | CHO-K1 hM1, ACh EC20; 0% = ACh EC20, 100% = maximal ACh | activation, % at 3 µM | 360,000 tested, 0.088% active | AID 588819, 2011; in the data active = activation above about 19%, passing the limit was not always enough
CHRM5 antagonist = human M5 muscarinic receptor antagonists, primary screen, CHO cells, Fluo-8 calcium fluorescence | inhibition, % at 3 µM | AID 624040, 2012 | Muscarinic acetylcholine receptor M5 (Homo sapiens), P08912 | 360,000 tested, 0.59% active | CHO-hM5 cells, ACh EC80;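 active = inhibition above a per-plate cutoff, the mean of that plate's test compounds plus 3 SD, cut at about 27% in these data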;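 also: 0% = acetylcholine EC80 with DMSO and 100% = DMSO without agonist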
CHRM4 antagonist = human M4 muscarinic receptor antagonists, primary screen, CHO cells, Fluo-8 calcium fluorescence. Muscarinic acetylcholine receptor M4 (Homo sapiens), P08173. CHO-hM4 cells, ACh EC80. inhibition, % at 3 µM. 360,000 tested, 0.73% active. AID 624125, 2012;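 active = inhibition above its plate's cutoff, the mean inhibition of sample wells plus 3 SD, cut at about 27% in these data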;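 also: 0% = acetylcholine EC80 with DMSO and 100% = DMSO without agonist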
CHRM1 antagonist = human M1 muscarinic receptor antagonists, primary screen, CHO-K1 cells, Fluo-8 calcium fluorescence, 1536-well; Muscarinic acetylcholine receptor M1 (Homo sapiens), P11229; CHO-K1 hM1, ACh EC80 antagonist; inhibition, % at 3 µM; 360,000 tested, 1.3% active;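 active = percent inhibition above its own plate's cutoff, namely the mean of that plate's compound wells plus 3 SD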;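 also: peak over basal fluorescence ratio during 140 s after agonist addition; 0% = ACh EC80 plus DMSO and 100% = DMSO alone without agonist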
The depositor's hits bear a star; . = not tested or not shown. These rows are one share of the data; count on the stated rates, not on these rows.

SMILES	TAAR1 agonist	CHRM5 agonist	CHRM4 agonist	M1 ag	M5 PAM	CHRM1 PAM	CHRM5 antagonist	CHRM4 antagonist	CHRM1 antagonist
Cc1cc(C)c(C(=O)COC(=O)c2ccc(NC(=O)CC#N)cc2)cc1C	5	2	9	0	-5	2	11	8	-1
COC(=O)CCC(=O)OC1(C)C(=O)C=C2C=C(C3CC3)N(C3CCCCC3)C=C2C1=O (stereo unspecified)	12	3	3	-6	5	3	-1	4	-4
CC1Oc2ccc(C#N)cc2N(Cc2ccccc2OC(F)(F)F)C1=O (stereo unspecified)	1	-4	-2	-9	0	0	-5	4	-10
Cc1ccc(C(=O)NCC(=O)OCC(=O)c2ccccc2)s1	4	0	0	-2	-2	0	-3	1	7
Nc1c(C(=O)c2ccccc2)sc2c1c(=O)[nH]c(=O)n2-c1ccccc1	0	5	-2	-8	0	-6	1	8	27
O=C1CC(=O)N(CCc2ccccc2)C(=O)N1CCc1ccccc1	32	2	0	-4	4	5	-2	5	-5
Cc1cc(C)c(C(=O)/C=C/c2ccc(C(C)C)cc2)c(=O)[nH]1	2	1	3	-6	-5	-5	10	3	7
COc1ccc(C2(C(=O)NCCN3CCOCC3)CCOCC2)cc1	8	2	1	-4	0	8	-5	6	-11
NC(CSS(=O)(=O)O)=NCCC12CC3CC(CC(O)(C3)C1)C2	0	0	1	-7	-3	-7	7	7	11
COc1ccc2nc3n(c(=O)c2c1)-c1cc2ccccc2cc1C(=O)NC3Cc1ccccc1 (stereo unspecified)	0	2	6	2	-5	-1	8	1	-2
Cc1ccc(S(=O)(=O)N2CCC(C(=O)Nc3ccc(S(=O)(=O)N4CCOCC4)cc3)CC2)cc1	3	2	10	-5	-9	-6	14	10	14
CC(=O)Nc1ccc(S(=O)(=O)NCCC(=O)OC(C)C(=O)c2ccc(C)cc2)cc1 (stereo unspecified)	5	2	12	2	-9	0	11	4	2
O=c1[nH]c(-c2cccs2)nc2ccccc12	15	0	1	0	-9	8	6	-6	-10
O=C(COC(=O)Cc1ccc(Br)cc1)NCC1CCCO1 (stereo unspecified)	1	2	0	-4	3	2	15	-11	-7
COc1ccc(N2CCN(C(CNC(=O)C(C)(C)C)c3ccco3)CC2)cc1 (stereo unspecified)	2	1	0	-2	3	2	-2	-4	-3
Cc1ccc(C(=O)NC(=S)N(C)Cc2ccccc2)cc1	2	-2	0	-3	-6	9	3	-5	-15
C[C@H]1CCC[C@@]2(O[C@@H](CCO)C[C@@H](O)[C@@H]2O)O1	2	1	0	-1	-7	3	10	7	4
COc1ccc(-c2cnnc(N/N=C/c3ccc(O)cc3)n2)cc1	2	0	5	-7	-8	-8	-6	-3	-2
CCc1ccc(C(=O)NNC(=O)c2ccc(=O)n(C)n2)cc1	-1	-2	0	-2	6	2	7	-1	1
N#C/C(=C\c1cc(Br)ccc1F)C(=O)NC1CC1	3	-3	1	1	-9	6	10	-5	-3
Nc1ccc2ccc(O)cc2c1	0	4	3	-1	5	6	1	0	-10
COc1ccccc1CNC(=O)C1Cc2cc(S(=O)(=O)N3CCCC3)ccc2N1C(C)=O (stereo unspecified)	0	-2	2	-5	3	5	12	7	-5
COc1ccc(N2CCN(S(=O)(=O)c3ccc(Br)s3)CC2)cc1	-1	0	0	-3	-4	0	4	12	1
CCN1CCN(c2ccc(S(=O)(=O)N3CCCCC3)cc2NC(=O)c2cccc(C)c2)CC1	5	1	1	-2	-1	-2	-1	-2	-13
Cc1cc(OCC(=O)N(C)C2CCCCC2)cc(C)c1Cl	18	-10	-1	-16	-16	-37	-1	9	15

Ordered by the number under M1 ag (descending): 3 from the list above.
SMILES,M1 ag
N#C/C(=C\c1cc(Br)ccc1F)C(=O)NC1CC1,1
Cc1ccc(C(=O)NC(=S)N(C)Cc2ccccc2)cc1,-3
COC(=O)CCC(=O)OC1(C)C(=O)C=C2C=C(C3CC3)N(C3CCCCC3)C=C2C1=O (stereo unspecified),-6

Continuation.
SMILES	TAAR1 agonist	CHRM5 agonist	CHRM4 agonist	M1 ag	M5 PAM	CHRM1 PAM	CHRM5 antagonist	CHRM4 antagonist	CHRM1 antagonist
COc1ccccc1-c1sc2cc3c(cc2c1C#Cc1cncn1C)OCO3	1	-2	0	-7	-11	4	11	7	-4
CC(OC(=O)[C@@H](NC(=O)OCc1ccccc1)C(C)C)C(=O)Nc1ccc(N2CCOCC2)cc1 (stereo partly specified)	27	9	28	5	-39	-7	21	-6	2
Cc1ccc(-n2c(Cc3cccn3C)nnc2SCC(=O)N2CCc3ccccc32)cc1	1	1	0	-8	-8	-4	9	19	6
O=c1/c(=C/c2ccc([N+](=O)[O-])cc2)sc2n1CCCN=2	6	0	3	-2	0	7	11	3	-10
O=C(Cc1csc(NC(=O)Nc2ccc(Cl)cc2)n1)NC1CCCC1	13	7	16	5	-19	-10	12	7	20
C[C@H]1COC2=C1C(=O)C(=O)c1c2ccc2c1CCCC2(C)C	.	4	0	0	3	17	10	-12	-12
CC(C)(C)OC(=O)N1CCCC(C(=O)Nc2cccc(C(=O)NCCCc3ccccc3)c2)C1 (stereo unspecified)	10	6	18	2	-15	-9	14	-11	7
CCOC(=O)/C(C#N)=N/Nc1ccccc1C#N	3	5	2	3	-2	5	7	1	-11
Cn1c(SCC(=O)c2ccc3c(c2)Cc2ccccc2-3)nnc1-c1ccccc1	10	-1	2	0	0	3	16	4	-6
COC(=O)c1ccc(COc2ccccc2/C=C(\C#N)C(=O)Nc2c(C)cc(C)cc2C)cc1	2	-2	1	-4	-5	0	9	3	-5
COCCN1C2=C(COC(C)(C)C2)C(=S)NC1c1ccccc1 (stereo unspecified)	2	-1	0	1	0	4	2	0	-6
Cc1ccc(-c2csc(N(C)C(=O)c3c(C)nn(-c4ccccc4)c3Cl)n2)cc1	-1	-2	0	-5	-4	5	2	2	-1
O=C(Nc1ccc(NC(=O)c2ccco2)cc1)c1ccc2c(c1)OCCO2	8	0	13	-5	-10	1	18	-6	0
NS(=O)(=O)c1ccc(CNC(=O)/C=C/c2ccc(S(=O)(=O)N3CCOCC3)cc2)cc1	0	-6	0	-5	13	3	-11	-1	-14
COc1ccc(-n2c(SCC(=O)C(C)(C)C)nc3ccsc3c2=O)cc1	-1	5	-1	-4	6	5	0	1	0
COc1ccc(/C=C/C(=O)Nc2ccc(S(=O)(=O)Nc3cc(C)nc(C)n3)cc2)cc1OC	1	-2	1	0	-1	-1	2	-4	1
Clc1ccc(-c2nc3ccc(Br)cn3c2Cc2ccsc2)cc1	-2	-2	-1	-6	3	-4	-5	-7	-6
Cc1ccc(S(=O)(=O)N2[C@@H](c3ccc(Cl)cc3)C(C(=O)O)=CC[C@H]2c2ccc(Cl)c(Cl)c2)cc1	4	0	0	-5	3	3	1	-4	1
CCOC(=O)N/N=C1\CCS(=O)(=O)c2ccc(Cl)cc21	5	3	0	-1	0	2	2	8	-5
O=C1c2ccccc2C(=O)N1CN(C(=O)COc1ccccc1)c1ccc(F)cc1	0	0	1	-7	2	8	-3	-10	-9
Cc1ccccc1-n1c(=O)cc(N2CCc3ccccc3C2)[nH]c1=O	92*	0	0	-4	0	4	-1	7	-1
CC1CC(C)CN(CCOCCSc2ccccc2)C1 (stereo unspecified)	8	-7	3	-7	-10	-18	14	-5	1
CCSc1nnc(NC(=O)CSc2nc(C)cc(C)n2)s1	1	-1	1	-2	1	-3	4	-4	2
O=C(Nc1cc(Cl)cc(Cl)c1)N1CCN(C(=O)C2CCCO2)CC1 (stereo unspecified)	2	-1	2	2	-5	15	4	-13	-17
CCCCNc1ccc(C(CC(N)=O)NC(=O)Cc2ccc(Br)cc2)cc1[N+](=O)[O-] (stereo unspecified)	17	0	2	-4	-3	-8	9	-2	18

Next section.
SMILES	TAAR1 agonist	CHRM5 agonist	CHRM4 agonist	M1 ag	M5 PAM	CHRM1 PAM	CHRM5 antagonist	CHRM4 antagonist	CHRM1 antagonist
O=[N+]([O-])c1cccc(S(=O)(=O)Nc2ccc(S(=O)(=O)N3CCCC3)cc2)c1	1	-2	2	-2	-6	7	2	-4	-9
O=C1CC[C@@H](O)CCN1CC[C@H](Sc1ccc(Br)cc1)c1ccccc1	19	5	4	-4	-2	2	9	4	4
COCCn1c(-c2ccc(C#N)cc2)nc2c1c(=O)[nH]c(=O)n2Cc1ccccc1	0	1	1	-3	2	0	7	-5	7
CC(C)CC(C)NC(=O)c1ccc(C(F)(F)F)cc1 (stereo unspecified)	6	-6	-1	-5	6	10	5	7	-16
O=C(Nc1ccc2[nH]ncc2c1)c1cccc(F)c1	0	-2	0	-3	-2	-3	6	11	-1
COCCNC(=O)C1C(=O)Nc2ccccc2C(=O)N1Cc1ccccc1 (stereo unspecified)	0	1	2	.	8	.	-8	-5	.
COC(=O)c1cc(NC(=O)C23CCC(C)(C(=O)O2)C3(C)C)cc(C(=O)OC)c1 (stereo unspecified)	3	-2	1	-4	8	12	-8	17	-10
COc1cc(/C=N/NS(=O)(=O)c2ccccc2)c(OC)c(OC)c1	1	0	1	-4	0	7	-1	-9	-13
Cc1c(C(=O)N2CCOCC2)oc2c1C(=O)CC(C)(C)C2	3	0	1	0	-9	2	1	7	2
CCOc1ccc(NC(=S)N2CCC(NC(=O)c3ccccc3)CC2)cc1	7	-3	0	-8	0	2	9	7	-8
Cc1ccc(C2C=NN(c3ccccc3)C2=O)cc1 (stereo unspecified)	5	-1	1	-1	7	10	0	-12	-3
CCn1c2ccccc2c2cc(NC(=O)CSc3nnc(-c4cccc(Cl)c4)o3)ccc21	3	-2	0	-4	5	11	0	-2	-11
Cc1cc2c(=O)n(Cc3ccco3)c(SCC(=O)c3ccc(Cl)s3)nc2s1	15	-1	-1	-6	-3	6	-3	-1	-9
CC(NC(=O)CNC(=O)C1O[C@@H]2OC(C)(C)O[C@@H]2[C@H]2OC(C)(C)O[C@@H]12)C(=O)O (stereo partly specified)	5	1	1	-5	0	14	-3	-1	-11
COc1ccc(S(=O)(=O)N2CCOCC2)cc1C(=O)Nc1ccc2c(c1)OCO2	2	-1	3	-4	-1	13	4	4	-9
CCC(c1nnnn1Cc1ccco1)N(Cc1cc2cc(OC)ccc2[nH]c1=O)C1CCCCC1 (stereo unspecified)	2	-1	0	-4	1	2	1	1	4
Cc1c(NC(=O)COC(=O)c2ccccc2O)c(=O)n(-c2ccccc2)n1C	1	1	1	-6	-3	11	7	3	-14
O=C(CNCc1cccs1)NC12CC3CC(CC(C3)C1)C2	6	-2	1	-5	1	9	4	-4	-3

High-throughput results deposited in PubChem by The Scripps Research Institute Molecular Screening Center.
